# From PubChem
# TDP1 block: qHTS Assay for Inhibitors of Tyrosyl-DNA Phosphodiesterase (TDP1) | Potency, µM (top dose mostly 130 µM), for the others: at the top dose activity change, negative = inhibition, usual class: inhibitors | 350,000 compounds, 0.28% hits | recombinant TDP1, AlphaScreen DNA substrate cleavage | AID 485290, 2010; further: nearly all actives have a fitted effect of over 40% in size
# Target sequence (Q9NUW8 whole entry, looked up): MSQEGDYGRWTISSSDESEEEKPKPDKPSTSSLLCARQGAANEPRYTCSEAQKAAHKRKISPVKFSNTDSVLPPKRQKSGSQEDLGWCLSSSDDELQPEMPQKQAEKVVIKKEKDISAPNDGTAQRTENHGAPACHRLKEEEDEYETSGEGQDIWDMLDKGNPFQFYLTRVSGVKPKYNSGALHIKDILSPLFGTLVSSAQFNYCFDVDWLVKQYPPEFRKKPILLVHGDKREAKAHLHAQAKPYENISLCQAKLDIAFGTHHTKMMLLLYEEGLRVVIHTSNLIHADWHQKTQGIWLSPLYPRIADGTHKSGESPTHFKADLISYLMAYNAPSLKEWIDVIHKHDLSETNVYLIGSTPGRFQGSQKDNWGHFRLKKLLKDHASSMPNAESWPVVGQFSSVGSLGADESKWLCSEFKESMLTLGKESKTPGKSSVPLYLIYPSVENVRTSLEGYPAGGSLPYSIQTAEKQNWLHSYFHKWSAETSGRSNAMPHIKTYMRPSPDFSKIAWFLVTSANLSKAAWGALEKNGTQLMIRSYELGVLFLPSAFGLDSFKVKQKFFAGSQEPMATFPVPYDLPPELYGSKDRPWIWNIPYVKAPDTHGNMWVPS
#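 Compounds were preincubated with Tdp1 (1 nM final) for 15 min at room temperature before substrate (15 nM final) started a 5 min reaction; beads (10 ug/ml final) were then added for 10 min before AlphaScreen detection.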
# N370S GC mod: qHTS Assay for Inhibitors and Activators of N370S glucocerebrosidase as a Potential Chaperone Treatment of Gaucher Disease; Lysosomal acid glucosylceramidase (Homo sapiens), P04062; N370S GC spleen homogenate, 4MU-glucoside fluorescence; Potency, µM (series often up to 59.4 µM), without a hit: top-dose activity change, negative = inhibition, hits mostly inhibitors; 330,000 compounds, 0.092% hits; AID 2101, 2009;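 further: 0% = full enzyme activity and -100% = no enzyme basal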
# TDP1 cell noCPT: qHTS for Inhibitors of human tyrosyl-DNA phosphodiesterase 1 (TDP1): qHTS in cells in absence of CPT; DT40 Tdp1-/- hTDP1 cells, no CPT, ATP luminescence, 48 h; Potency, µM (doses to about 46.2 µM), for the others: at the highest dose activity change, negative = growth inhibition, hits mostly inhibitors; AID 686978, 2013; 420,000 compounds, 15% hits; further: nearly all actives have a fitted effect of over 55% in size
#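 Compound effects on proliferation are scored in DT40 Tdp1-/-;hTDP1 cells in the absence of CPT. ATP levels (CellTiter-Glo luminescence) are recorded after a ≥48 hr, 37 °C incubation.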
# Active calls of the source: *; ? = inconclusive; · = no result given; & = joins results of further samples; [ ] = another dose, or the depositor's remark. The call rests on the fitted dose curve; in most records, active means well fitted curve in the direction sought with a large enough effect; inconclusive means small, poorly fitted or top-dose-only effect, or another doubt; inactive means no such curve, though single readings can be large; an effect the other way counts as inactive or inconclusive. Unless noted, on the % scale 0 is the no-effect control and ±100 the full control effect; potency means the concentration at half of the fitted maximal effect. Only part of the results is shown; the hit share may differ from the screen's.
SMILES,TDP1 block,N370S GC mod,TDP1 cell noCPT
COc1ccc(F)cc1C(=O)C1CCCN(C(=O)C2=C(C)OCCO2)C1 (stereo not drawn),·,1%,-17%
COC(=O)C1=C(C)NC(C)=C([N+](=O)[O-])[C@H]1c1ccccc1C(F)(F)F,11%,-9%,11µM*
Cc1cc(C)cc(NC(=O)CN2CCN(c3ccccn3)CC2)c1,·,-11%,-17%
COC(=O)c1sc(N(C)C)c(C#N)c1-c1ccccc1,-3%,?,-26%
Cc1ccc(S(=O)(=O)c2nc(S(=O)(=O)c3ccc(C)cc3)c(N3CCN(CCO)CC3)s2)cc1,9%,?,?
Cc1cc(Nc2ccc(C(C)C)cc2)nc(-n2nc(C)cc2C)n1,14%,·,0.82µM*
COC(=O)C1=C[C@@H](C(=O)OC)[C@@H]2C3=C(C(=O)C2(C)C)[C@H](C)n2c(=O)n(C)c(=O)n2[C@@H]3C1,16%,0%,·
C#CCNC(=O)C1=C[C@H](c2ccc(Br)cc2)[C@@H](CCCO)[C@H](OCC)O1,1%,-16%,13µM*
O=C(O)Cn1cc(C(=O)C2CC2)c2ccccc21,5%,-1%,14%
CCN(C(=O)CSc1nnnn1-c1ccc(Cl)cc1)C1CCS(=O)(=O)C1 (stereo not drawn),0%,·,-6%
CC1(C)Oc2ccc(C(=O)NC3CC3)cc2N(CC(=O)N2CCOCC2)C1=O,-2%,-5%,-11%
CC1(C)C(=O)Nc2ccccc2N1C(=O)COC(=O)Cn1cnc2ccccc2c1=O,4%[56.1 µM],1%,-11%
COCCNC(=O)C1Cc2c(ccc3ccccc23)O1 (stereo not drawn),3%,2%,-7%
O=C(NCCN1C(=O)S/C(=C\c2cccnc2)C1=O)c1cc(S(=O)(=O)N2CCOCC2)ccc1F,6%,-2%,18µM*
COCCn1c(SCC(=O)NCCc2ccc(OC)c(OC)c2)nc2c([nH]c3ccccc32)c1=O,5%,15%,-6%
COc1ccc(Br)cc1/C=N/NC(=O)c1nc(-c2ccccc2)n2c1CCCCC2,1%,19%,?
O=C(Cc1c(F)cccc1Cl)Nc1ccon1,-1%,1%,-16%
CC(=O)c1ccc(NS(=O)(=O)c2ccc3ccccc3c2)cc1,5%,-17%,4%
CCC(=O)N1CCc2cc(S(=O)(=O)CCC(=O)N(C)c3ccc(OC)cc3)ccc21,4%&5%,-3%,3%&-4%
CC(C)[C@H](NC(=O)[C@@H]1CSSC[C@H](NC(=O)[C@H](CC(=O)O)NC(=O)[C@H](C)NC(=O)[C@@H](NC(=O)CNC(=O)[C@H](C)N)[C@@H](C)O)C(=O)N[C@@H](Cc2ccccc2)C(=O)N[C@@H](Cc2c[nH]c3ccccc23)C(=O)N[C@@H](CCCCN)C(=O)N[C@@H](Cc2ccc(O)cc2)C(=O)N1)C(=O)O,4%,-13%,·
O=C(Nc1nccs1)c1cc2cc(Cl)ccc2oc1=O,4%,2%,-5%
COc1ccc(NC2=C(Cl)C(=O)N(c3ccccc3)C2=O)c(OC)c1,6%,12%,8%
O=C(Cn1cnc2c(NCc3ccccc3)ncnc21)NCCCN1CCCC1=O,0%[56.1 µM],·,-12%
COc1ccc2c(CNCc3cccs3)c(C(=O)O)n(Cc3ccccc3F)c2c1,8%,·,-28%
O=[N+]([O-])c1cccc(/C=N/n2c(-c3cccnc3)n[nH]c2=S)c1,8%,-1%,-26%
COc1cccc(OCCn2ccnc2)c1,0%,0%,?
COc1cccc(NC(=O)CN(C)C(C)C(=O)N2CCCCC2)c1 (stereo not drawn),3%,·,-12%
O=C(NCCc1ccc(Cl)cc1)C1COc2ccccc2O1 (stereo not drawn),10%,1%,-28%
Cc1nc(C)c(C(=O)N(c2ccc(F)cc2)C(C(=O)NCC2CCCO2)c2ccccc2)s1 (stereo not drawn),5%,-8%,?
O=c1oc(-c2cccs2)nc2ccccc12,2%,8%,?
CC(C)COc1ccc(C(=O)NCc2ccco2)cc1,0%,10%,?
CN(c1ccc(F)cc1)S(=O)(=O)c1ccc(Cl)c(C(=O)OCC(=O)NC2CC2)c1,0%,·,8%
COC(=O)c1ccccc1NC(=S)N(Cc1ccc2c(c1)OCO2)Cc1cc2ccc(OC)cc2[nH]c1=O,5%,?,?
CC(C)(C)c1cc(NCCCn2ccnc2)n2ncc(-c3ccc(Cl)cc3)c2n1,10%,?,18µM*
O=C(/C=C/c1cccs1)c1ccc([N+](=O)[O-])cc1,7%,4%,-17%
O=C(NC(=S)Nc1ncc(Br)cc1Br)c1ccccc1,7%,14%,?
CSc1nsc(SC)c1C(=O)Nc1ccc(Cl)cc1,6%,2%,-19%
CN(C)c1ccc(C2=NOC(CN3C(=O)c4ccccc4S3(=O)=O)C2)cc1 (stereo not drawn),8%,-1%,?
O=C(CN1CCC(Cc2ccccc2)CC1)NC(=O)NC1CCCCC1,-5%,-6%,?
CCOC(=O)c1c(C)nc(C)c(C(=O)OCC)c1-c1ccc(OC)cc1,3%&2%,?,?
CN1CCN(c2ncc3nc(-c4cn(C)c5ccccc45)c(=O)n(Cc4cccs4)c3n2)CC1,·,10%,0.37µM*
O=C(c1cccc(S(=O)(=O)N2CCCCC2)c1)N1CCc2ccccc21,6%,3%,?
Cc1ccccc1CC1(CO)CCCN(Cc2ccccc2Cl)C1 (stereo not drawn),·,-10%,-17%
COc1ccc(/C=C(\C#N)c2nc3ccc(C)cc3[nH]2)cc1Oc1ccc(C(F)(F)F)cc1[N+](=O)[O-],8%,-9%,16µM*
CCOC(=O)C1=NN(c2ccccc2)C2=NC(C)=C(C(=O)OC)C(c3ccc(C)cc3)N12 (stereo not drawn),2%,12%,-13%
CC(C)C(=O)Nc1ccc(Nc2ccccc2)cc1,3%,2%,10µM*
COc1ccc(Cl)cc1-c1nc(SCC(=O)NC2CCCC2)n[nH]1,0%,·,?
C1CC1Cc1noc(CN2CCN(CC3CC3)CC2)n1,3%,0%,-8%
CC1CCCC(C)N1C(=O)COC(=O)C1CCN(S(=O)(=O)c2ccc3c(c2)OCCO3)CC1 (stereo not drawn),-7%[0.505 µM],5%,-15%
COc1cc(CN2CCC(CO)(CCOc3ccccc3)CC2)cc(OC)c1OC,-3%,10%,-11%
OC(COc1cccc(OCC(O)CN2CCOCC2)c1)CN1CCOCC1 (stereo not drawn),3%&1%,-7%&2%,-10%&9%
O=C(Nc1ccc(S(=O)(=O)Nc2ncccn2)cc1)c1ccc(F)c(S(=O)(=O)N2CCOCC2)c1,0%,9%,-12%
CCOCCn1c(CN(C)Cc2ccccc2)nc2c1c(=O)n(C)c(=O)n2C,·,-7%,23µM*
Cn1c(N)c(C(=O)CSc2nnc(Cc3cccs3)n2C2CC2)c(=O)n(C)c1=O,0%,·,-14%
COc1cc(C(=S)N2CCOCC2)cc(OC)c1OC(=O)c1ccc([N+](=O)[O-])cc1[N+](=O)[O-],·,-16%,?
Cc1cc(NC(=O)CSc2ccc3ccccc3c2)no1,-2%,5%,-19%
CC(=O)NS(=O)(=O)c1ccc(NC(=O)c2cccc(OCc3c(C)noc3C)c2)cc1,2%,·,0%
CCN(c1ccc(NC(=O)c2cccc(S(=O)(=O)N3CCN(C)CC3)c2)cc1)C(C)C,3%,-10%,?
Cc1ccc(NC(=S)N(CCN(C)C)Cc2cccs2)cc1,0%,-7%,-1%
COc1ccc(CCNC(=S)N2CCN(S(=O)(=O)c3ccc(Cl)cc3)CC2)cc1,3%,-10%,-7%

# Reprinted from the listing, three compounds:
SMILES,TDP1 block,N370S GC mod,TDP1 cell noCPT
COc1ccc(F)cc1C(=O)C1CCCN(C(=O)C2=C(C)OCCO2)C1 (stereo not drawn),·,1%,-17%
COC(=O)C1=C(C)NC(C)=C([N+](=O)[O-])[C@H]1c1ccccc1C(F)(F)F,11%,-9%,11µM*
Cc1cc(C)cc(NC(=O)CN2CCN(c3ccccn3)CC2)c1,·,-11%,-17%

# Going on with the list.
SMILES,TDP1 block,N370S GC mod,TDP1 cell noCPT
CC(NC(=O)NC1CCCCC1)C(c1cccs1)N1CCN(Cc2ccccc2)CC1 (stereo not drawn),3%,-14%,?
O=C(COC(=O)c1ccc(Br)c(S(=O)(=O)N2CCOCC2)c1)NCCc1ccccc1,2%,·,-13%
CN1CCCc2cc3c(C(F)(F)F)cc(=O)oc3nc21,2%,-12%,-5%
COc1ccccc1C1OC(c2cccc([N+](=O)[O-])c2)=NN1C(C)=O (stereo not drawn),0%,1%,-27%
O=C(Cc1cccc2ccccc12)N/N=C/c1ccncc1,5%,14%,1%
CN(C)c1ccc(N=C/C=C2/N(C)c3ccccc3C2(C)C)cc1,14%,-21%,5.2µM*
COc1ccccc1-c1nc(-c2ccccc2)nc(N2CCN(C)CC2)c1C#N,0%,-23%,?
COc1cc(NC(=O)c2ccccc2)c(OC)cc1NC(=O)CN1CCCCC1,2%,-11%,20µM*
C/C(=N/NC(=O)c1ccc(Br)o1)c1cccc(NC(=O)c2ccc(C)o2)c1,8%,16%,21µM*
Cc1c(Br)c([N+](=O)[O-])nn1CC(=O)NCC1CCCO1 (stereo not drawn),7%,4%,-2%
O=C(O)CC1(CC(=O)Nc2cc(C(F)(F)F)cc(C(F)(F)F)c2)CCCCC1,·,8%,-28%
CC(=O)N1CCN(C(=S)c2ccc(N(C)C)cc2)CC1,-4%,9%,-1%

# Given tab-delimited: part of the list above
molecule	TDP1 block	N370S GC mod	TDP1 cell noCPT
CC1CCCC(C)N1C(=O)COC(=O)C1CCN(S(=O)(=O)c2ccc3c(c2)OCCO3)CC1 (stereo not drawn)	-7%[0.505 µM]	5%	-15%
COc1cc(CN2CCC(CO)(CCOc3ccccc3)CC2)cc(OC)c1OC	-3%	10%	-11%
OC(COc1cccc(OCC(O)CN2CCOCC2)c1)CN1CCOCC1 (stereo not drawn)	3%&1%	-7%&2%	-10%&9%
O=C(Nc1ccc(S(=O)(=O)Nc2ncccn2)cc1)c1ccc(F)c(S(=O)(=O)N2CCOCC2)c1	0%	9%	-12%
CCOCCn1c(CN(C)Cc2ccccc2)nc2c1c(=O)n(C)c(=O)n2C	·	-7%	23µM*
Cn1c(N)c(C(=O)CSc2nnc(Cc3cccs3)n2C2CC2)c(=O)n(C)c1=O	0%	·	-14%
COc1cc(C(=S)N2CCOCC2)cc(OC)c1OC(=O)c1ccc([N+](=O)[O-])cc1[N+](=O)[O-]	·	-16%	?
Cc1cc(NC(=O)CSc2ccc3ccccc3c2)no1	-2%	5%	-19%
CC(=O)NS(=O)(=O)c1ccc(NC(=O)c2cccc(OCc3c(C)noc3C)c2)cc1	2%	·	0%
CCN(c1ccc(NC(=O)c2cccc(S(=O)(=O)N3CCN(C)CC3)c2)cc1)C(C)C	3%	-10%	?
Cc1ccc(NC(=S)N(CCN(C)C)Cc2cccs2)cc1	0%	-7%	-1%
COc1ccc(CCNC(=S)N2CCN(S(=O)(=O)c3ccc(Cl)cc3)CC2)cc1	3%	-10%	-7%
CC(NC(=O)NC1CCCCC1)C(c1cccs1)N1CCN(Cc2ccccc2)CC1 (stereo not drawn)	3%	-14%	?
O=C(COC(=O)c1ccc(Br)c(S(=O)(=O)N2CCOCC2)c1)NCCc1ccccc1	2%	·	-13%
CN1CCCc2cc3c(C(F)(F)F)cc(=O)oc3nc21	2%	-12%	-5%
COc1ccccc1C1OC(c2cccc([N+](=O)[O-])c2)=NN1C(C)=O (stereo not drawn)	0%	1%	-27%
O=C(Cc1cccc2ccccc12)N/N=C/c1ccncc1	5%	14%	1%
CN(C)c1ccc(N=C/C=C2/N(C)c3ccccc3C2(C)C)cc1	14%	-21%	5.2µM*
COc1ccccc1-c1nc(-c2ccccc2)nc(N2CCN(C)CC2)c1C#N	0%	-23%	?
COc1cc(NC(=O)c2ccccc2)c(OC)cc1NC(=O)CN1CCCCC1	2%	-11%	20µM*
C/C(=N/NC(=O)c1ccc(Br)o1)c1cccc(NC(=O)c2ccc(C)o2)c1	8%	16%	21µM*
Cc1c(Br)c([N+](=O)[O-])nn1CC(=O)NCC1CCCO1 (stereo not drawn)	7%	4%	-2%
